Screens deposited in PubChem by National Center for Advancing Translational Sciences (NCATS).
Pol III holo inh: qHTS Assay for Inhibitors of DNA Polymerase III Holoenzyme System. AID 603, 2007. reconstituted DNA polymerase III holoenzyme replication, biochemical. Potency, µM (series often up to 57.1 µM), without a hit: at the highest dose activity change, negative = inhibition. 71,000 tested, 0.25% active; further: potency means the concentration at half of the fitted maximal effect; on the % scale 0 is the no-effect control and ±100 the full control effect
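Reconstituted *E. coli* holoenzyme (0.35 nM Pol III, 1 nM beta, 154 nM SSB, 2 nM primase) was preincubated with compound for 15 min at RT. Synthesis on 1.4 nM ssM13Gori ran 35 min, then was stopped with PicoGreen/EDTA and read as dsDNA fluorescence.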
Hsp90 Hop PPI: qHTS Assay for Disrupters of an Hsp90 Co-Chaperone Interaction; Potency, µM (top dose mostly 57 µM), for the others: top-dose activity change, negative = inhibition; 71,000 tested, 0.44% active; Hsp90 C-terminal peptide / TPR2A (Hop) interaction, human; AlphaScreen TPR2A-His6 binding biotin-Hsp90 C-terminal peptide; active means well fitted curve in either direction with a large enough effect; inconclusive means small, poorly fitted or top-dose-only effect, or another doubt; further: potency means the concentration at half of the fitted maximal effect; on the % scale 0 is the no-effect control and ±100 the full control effect; many of its hits are not listed in these tables
15-hLO inh: qHTS Assay for Inhibitors of 15-hLO (15-human lipoxygenase). purified 15hLO-1, xylenol orange hydroperoxide absorbance. Polyunsaturated fatty acid lipoxygenase ALOX15 (Homo sapiens), P16050. Potency, µM (highest dose often 57.1 µM), inactives show top-dose activity change, negative = inhibition, usual class: inhibitors. 74,000 tested, 1.4% active; further: potency means the concentration at half of the fitted maximal effect; on the % scale 0 is the no-effect control and ±100 the full control effect; nearly all actives have a fitted effect of over 55% in size
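Inhibition is scored from a chromogenic endpoint. After 15 min enzyme-compound contact, arachidonic acid (50 uM final) reacts 6 min with 40 nM 15hLO-1 at room temperature, then Fe-XO reagent is added for 30 min and absorbance ratio recorded.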
HBB splice mod: qHTS Assay for Modulators of Hemoglobin Beta Chain Splicing. AID 925, 2007. 65,000 tested, 0.06% active. Potency, µM (top dose mostly 46.1 µM), for inactives: at the top dose activation, most hits filed as activators. HBB splicing reporter cell assay, activation; EGFP reporter with mutant IVS2-654 intron; response scale: normalised to 500 nM splice-correcting PNA; further: potency means the concentration at half of the fitted maximal effect; 0% is about no effect
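HeLa cells stably expressing EGFP interrupted by mutant beta-globin intron 2 (IVS2-654), 500/well in 2% FCS. Treated with compound for 2 days at 37C. Splicing correction scored as total well GFP intensity (488 nm excitation, 500-520 nm emission); 500 nM antisense PNA served as control.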
Tau fil binding: qHTS Assay for Tau Filament Binding; recombinant tau filaments, thioflavin S fluorescence, 15 h; filaments grown with octadecylsulfate alongside compound; Potency, µM (highest dose often 57.1 µM), for inactives: at the highest dose activity change, negative = inhibition; 71,000 tested, 2% active;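 further: potency means the concentration at half of the fitted maximal effect; on the % scale 0 is the no-effect control and ±100 the full control effect; actives lower thioflavin S fluorescence by blocking filaments or displacing dye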
Target sequence (P10636 whole entry, looked up): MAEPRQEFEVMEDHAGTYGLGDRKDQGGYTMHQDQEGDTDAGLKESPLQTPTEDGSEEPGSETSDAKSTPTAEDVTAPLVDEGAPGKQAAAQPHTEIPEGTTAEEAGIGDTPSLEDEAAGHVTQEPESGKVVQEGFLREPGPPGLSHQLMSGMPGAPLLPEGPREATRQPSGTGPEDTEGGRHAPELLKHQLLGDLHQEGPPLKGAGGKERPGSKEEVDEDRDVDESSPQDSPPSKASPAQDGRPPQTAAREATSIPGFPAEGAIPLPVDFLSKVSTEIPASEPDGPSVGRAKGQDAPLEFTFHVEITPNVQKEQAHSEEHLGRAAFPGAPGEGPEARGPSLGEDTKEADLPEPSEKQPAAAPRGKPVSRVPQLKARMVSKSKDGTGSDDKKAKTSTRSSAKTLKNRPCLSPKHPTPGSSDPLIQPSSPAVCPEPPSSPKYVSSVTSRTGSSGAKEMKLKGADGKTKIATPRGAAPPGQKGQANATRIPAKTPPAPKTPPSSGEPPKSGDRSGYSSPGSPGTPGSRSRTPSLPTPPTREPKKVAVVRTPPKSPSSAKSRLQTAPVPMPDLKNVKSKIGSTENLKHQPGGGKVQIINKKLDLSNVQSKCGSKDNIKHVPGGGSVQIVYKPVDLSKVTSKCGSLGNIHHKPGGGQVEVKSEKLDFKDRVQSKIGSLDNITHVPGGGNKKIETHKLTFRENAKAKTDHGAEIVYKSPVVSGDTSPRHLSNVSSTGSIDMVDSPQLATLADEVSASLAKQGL
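Recombinant tau protein (human, 1 uM final) plus 30 uM ODS in HEPES pH 7.4 with NaCl, DTT and thioflavine S. Compound present from the start; fluorescence at 510 nm after 15 h, 37 C.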
Rhodamine autofl: qHTS Assay for Spectroscopic Profiling in Rhodamine Spectral Region; AID 594, 2007; 59,000 tested, 0.05% active; Rhodamine-region fluorescence, 547/598 nm, Tris buffer; active compounds read high; max dye-equivalent concentration, M; in the data active means max dye-equivalent concentration above about 11 nM; inconclusive means between about 1.1 nM and that limit
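Compounds in 100 mM Tris buffer, pH 8.0, were incubated 15 min at room temperature, then read at 547 nm excitation and 598 nm emission. Fluorescence was normalized against a per-plate six-point rhodamine standard curve as dye-equivalent concentration.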
HADH2 inhib: qHTS Assay for Inhibitors of HADH2 (Hydroxyacyl-Coenzyme A Dehydrogenase, Type II); 3-hydroxyacyl-CoA dehydrogenase type-2 (Homo sapiens), Q99714; recombinant HADH2, NADH fluorescence, beta-hydroxybutyryl-CoA; Potency, µM (series often up to 57.1 µM), without a hit: at the highest dose activity change, negative = inhibition, most hits filed as inhibitors; 73,000 tested, 3.4% active; AID 886, 2007; further: potency means the concentration at half of the fitted maximal effect; on the % scale 0 is the no-effect control and ±100 the full control effect; nearly all actives have a fitted effect of over 60% in size; many of its hits are not listed in these tables
Target sequence (Q99714 whole entry, looked up, one chain of several): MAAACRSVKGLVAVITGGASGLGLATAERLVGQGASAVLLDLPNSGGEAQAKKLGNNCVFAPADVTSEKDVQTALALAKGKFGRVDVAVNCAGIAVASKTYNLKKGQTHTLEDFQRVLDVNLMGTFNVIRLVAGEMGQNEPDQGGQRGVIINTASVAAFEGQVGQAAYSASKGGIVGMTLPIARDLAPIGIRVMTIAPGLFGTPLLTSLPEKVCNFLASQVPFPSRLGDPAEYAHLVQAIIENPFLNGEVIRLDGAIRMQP
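20 nM HADH2 + cpd, 15 min RT; add 1 mM NAD+/90 uM beta-hydroxybutyryl-CoA; kinetic fluorescence 360/450 nm, 4 min. Tris-HCl pH 9.0, 0.01% Tween-20.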
FLuc inh: qHTS Assay for Inhibitors of Firefly Luciferase | Potency, µM (doses to about 57.1 µM), for the others: at the highest dose activity change, negative = inhibition, hits mostly inhibitors | purified firefly luciferase, luminescence, 8 min | 72,000 tested, 2.2% active | Luciferin 4-monooxygenase (Photinus pyralis), P08659; further: potency means the concentration at half of the fitted maximal effect; on the % scale 0 is the no-effect control and ±100 the full control effect; nearly all actives have a fitted effect of over 40% in size
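Substrate buffer containing 10 uM ATP (pH 7.2 imidazole, Mg2+, KCl, detergent, BSA) is dispensed, compound pinned in, then luciferase/luciferin detector mix added. After 8 min at ambient temperature, light output is measured.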
CRE Fsk mod: Cell signaling CRE-BLA (Fsk stim). CHO CRE-bla reporter (cAMP response element driving beta-lactamase), forskolin EC10, beta-lactamase ratio. Potency, µM (doses to about 38.2 µM), for inactives: top-dose activity change, negative = inhibition, actives largely listed as activators. 71,000 tested, 2.5% active. AID 662, 2007; active means well fitted activation curve with a large enough effect in the signal ratio, with a control signal flat, not every such curve was filed as active; inconclusive means small, poorly fitted or top-dose-only effect, or effect the other way, or a change in a side signal; the % refers to the signal ratio; further: potency means the concentration at half of the fitted maximal effect; % of control where 0% means no effect
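Titrated compounds plus EC10 NKH 477 on CHO CRE-bla cells, 3 h, 37 °C. CCF4, 2 h RT. Ratio 460/530 nm → AC50.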
Texas Red fluor: qHTS Assay for Spectroscopic Profiling in Texas Red Spectral Region. max dye-equivalent concentration, M. AID 587, 2007. Compound fluorescence, Texas Red channel, 547/618 nm; active compounds read high. 59,000 tested, 0.06% active; in the data active means max dye-equivalent concentration above about 10 nM; inconclusive means between about 1.1 nM and that limit
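Spectral interference profiling: each compound concentration's relative fluorescence, read with a 547 nm excitation and 618 nm emission filter pair, was normalized to a per-plate Texas Red standard curve.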
ERK AVP inh: qHTS Assay for Inhibitors of the ERK Signaling Pathway using a Homogeneous Screening Assay; HEK293-V1b, vasopressin-stimulated pERK AlphaScreen; Potency, µM (top dose mostly 57.5 µM), for inactives: at the highest dose activity, negative = inhibition, actives largely listed as inhibitors; 72,000 tested, 0.99% active; further: potency means the concentration at half of the fitted maximal effect; on the % scale 0 is the no-effect control and ±100 the full control effect; nearly all actives have a fitted effect of over 55% in size
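V1b-HEK293 cells; cpd 30 min 37C; 25 nM vasopressin 5 min; lyse 10 min; AlphaScreen beads 5 hr RT. Normalized to DMSO basal and 25 nM vasopressin; AC50 by Hill fit.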
Active calls of the source: *; i = inactive; u = inconclusive; x = not tested or not shown; [ ] = dose if it differs, or a comment. Unless noted, the call rests on the fitted dose curve; in most records, active means well fitted curve in the direction sought with a large enough effect; inconclusive means small, poorly fitted or top-dose-only effect, or another doubt; inactive means no such curve, though single readings can be large; an effect the other way counts as inactive or inconclusive.

SMILES	Pol III holo inh	Hsp90 Hop PPI	15-hLO inh	HBB splice mod	Tau fil binding	Rhodamine autofl	HADH2 inhib	FLuc inh	CRE Fsk mod	Texas Red fluor	ERK AVP inh
COc1ccccc1NC(=O)c1ccc(COc2ccccc2OC)o1	-6%	7%	-18%	-0.1%	34%	i	6%	1%	20%	i	-28%
CC(c1cccnc1)N(CCN(C)C)C(=O)Nc1ccc(Cl)c(Cl)c1 (stereo not given)	2%	0%	5%	-1.0%	-3%	x	5%	2%	-11%	x	-22%
Cn1c(=O)c2c(ncn2CC(=O)NCc2cccnc2)n(C)c1=O	-1%	-3%	0%	-0.9%	0%	x	7%	-1%	2%	x	-11%
COc1ccc(CCNS(=O)(=O)c2ccccc2)cc1OC	-8%	1%	10%	-0.5%	-9%	i	5%	1%	u	u	-10%
CCN1CCN(Cc2ccc(NC(=O)Nc3ccccc3)cc2)CC1	0%	-3%	8%	0.1%	-9%	x	3%	13µM*	-14%	x	-18%
CCCCCCOC(=O)NCC(O)c1ccccc1 (stereo not given)	-4%	-7%	-4%	1.8%	-4%	x	3%	-11%	1%	x	-3%
CC(C)C(OC(=O)c1ccco1)C(=O)NCc1ccco1 (stereo not given)	0%	-2%	-10%	x	9%	i	-23%	1%	-13%	i	14%
CCOc1ccc(S(=O)(=O)Nc2ccc(Cl)cn2)c(C)c1C	-5%	0%	-13%	-1.3%	6%	i	-4%	-1%	1%	u	10%
Cc1[nH]c2ccccc2c1C(O)CN1CCN(c2cccc(C(F)(F)F)c2)CC1 (stereo not given)	-3%	-14%	u	0.0%[1.84 µM]	u	i	-1%	0%	u	u	-28%
CCn1nnc(-c2ccccc2NC(=O)c2cc(OC)cc(OC)c2)n1	-3%	4%	-17%	-3.2%	-19%	i	0%	1%	u	u	-10%
Cc1onc(-c2ccccc2)c1C(=O)NCc1ccccn1	-2%	-12%	7%	0.1%	-3%	i	-4%	0%	2%	u	-15%
O=C(c1cc(-c2ccccc2O)on1)N1CCCC1	-1%	-2%	7%	-0.5%	114%	x	1%	-21%	-4%	x	-13%
CNC(=O)c1cccc(N2CCCC2=O)c1	2%	-2%	4%	-2.2%	0%	i	6%	3%	u	i	7%
Cn1c(=O)c2c(ncn2CC(=O)OCc2ccccc2)n(C)c1=O	-6%	2%	3%	x	0%	i	9%	-2%	8%	i	4%
COc1ccccc1N1CCN(C(=O)c2ccc(C(C)(C)C)cc2)CC1	-7%	-5%	-6%	0.7%	8%	i	5%	-1%	19%	u	13%
CC1(C(=O)O)CCC(C(=O)Nc2ccc(S(N)(=O)=O)cc2)C1(C)C (stereo not given)	-4%	-2%	1%	-1.6%	3%	x	-9%	-8%	-2%	x	3%
COC(=O)CSc1nc(C2CC2)cc(C(F)(F)F)c1C#N	-3%	20%	3%	0.3%[57.5 µM]	-1%	i	19%	2%	12%	i	24%
COc1ccc(-c2nc(N)n[nH]2)cc1OC	5%	-1%	15%	0.2%[57.5 µM]	-2%	i	-15%	-4%	12%	i	-21%
CCCCC(=O)NC(Nc1nc(C2CC2)cs1)(C(=O)OCC)C(F)(F)F (stereo not given)	-4%	0%	u	-0.7%	-18%	i	u	0%	-8%	i	-8%
O=C(N1CCCCC1)C12CC3CC(C1)CC(C(=O)N1CCCCC1)(C3)C2	-3%	0%	3%	-1.9%	7%	i	6%	2%	1%	u	-4%
CCOc1ccc(OCc2ccc(C(=O)NCC3CCCO3)o2)cc1 (stereo not given)	-2%	-2%	3%	-0.6%	9%	i	-2%	-3%	-1%	i	-9%
CCN(CC)C(=O)CSc1nnc(-c2cc3ccccc3cc2O)n1CC	0%	-3%	-8%	x	3%	i	-5%	3%	-2%	i	-22%
CCCc1cc(N2CCCC(C(=O)Nc3c(OC)cccc3OC)C2)n2ncnc2n1 (stereo not given)	-3%	-3%	6%	0.7%[57.5 µM]	-8%	i	-4%	0%	21%	u	-11%
CCCCC(=O)Nc1cccc(NC(=O)CC)c1	-6%	-3%	0%	-0.6%	11%	i	7%	0%	-4%	i	-2%
COc1ccc(-c2cc(=O)c3ccc(O)cc3o2)cc1	-12%	0%	2%[25.6 µM]	x	144%	i	-12%	-20%[11.4 µM]	-10%	i	-8%

Two entries from above in a different format.
Results follow in this order: Pol III holo inh | Hsp90 Hop PPI | 15-hLO inh | HBB splice mod | Tau fil binding | Rhodamine autofl | HADH2 inhib | FLuc inh | CRE Fsk mod | Texas Red fluor | ERK AVP inh
> COc1ccc(-c2cc(=O)c3ccc(O)cc3o2)cc1
 : -12% | 0% | 2%[25.6 µM] | x | 144% | i | -12% | -20%[11.4 µM] | -10% | i | -8%
> O=C(N1CCCCC1)C12CC3CC(C1)CC(C(=O)N1CCCCC1)(C3)C2
 : -3% | 0% | 3% | -1.9% | 7% | i | 6% | 2% | 1% | u | -4%

Next section:
SMILES	Pol III holo inh	Hsp90 Hop PPI	15-hLO inh	HBB splice mod	Tau fil binding	Rhodamine autofl	HADH2 inhib	FLuc inh	CRE Fsk mod	Texas Red fluor	ERK AVP inh
Cc1ccc(CNC(=O)c2cc3c(=O)n4cccc(C)c4nc3n(CC3CCCO3)c2=N)cc1 (stereo not given)	-6%	1%	0%	1.8%[1.84 µM]	1.3µM*	i	30%	0%	u	i	2%
O=CN1CCN(C[C@H](O)CN2CCCCC2)CC1	-11%[11.4 µM]	1%[11 µM]	4%[11.4 µM]	-0.4%[9.22 µM]	4%[11.4 µM]	i	u	0%[11.4 µM]	20%[7.6 µM]	i	4%[11.5 µM]
CS(=O)(=O)CCC(C(=O)N1CCOCC1)N1C(=O)c2cc(Cl)c(Cl)cc2C1=O (stereo not given)	-8%	-4%	7%	-0.7%	41%	i	1%	1%	u	i	-20%
Clc1ccccc1-c1cc(NCc2cccnc2)ncn1	-6%	-1%	-1%	-0.9%	5%	i	12%	0%[2.29 µM]	8%	i	0%
O=c1n(-c2ccccc2)c(=O)n2n1CCCC2	0%	0%	1%	0.1%	2%	i	6%	3%	-5%	i	-8%
COc1ccc(CNc2ccnc(-c3ccccc3Cl)n2)c(OC)c1	-5%	1%	5%	0.5%	-4%	i	-12%	-4%[2.29 µM]	-2%	i	-20%
COc1cccc(C(c2sc3nc(C)nn3c2O)N2CCc3ccccc3C2)c1 (stereo not given)	-7%	1%	-8%	0.2%	-1%	x	-12%	-12%	15%	x	x
COc1ccc(CCNc2oc(-c3ccc(C)cc3)nc2C#N)cc1OC	2%	-4%[2.3 µM]	5%	-1.2%	108%	x	u	-3%	u	x	u
CN(CC(=O)NCc1cccs1)S(=O)(=O)c1cccc2cccnc12	0%	-2%[2.3 µM]	5%	0.3%	-7%	x	-9%	-1%	-14%	x	6%
O=C(NCc1ccco1)C1CCN(c2ccc(N3CCOCC3)nn2)CC1	-7%	-2%[2.3 µM]	-30%	-0.8%	-16%	x	-12%	-3%	2%	x	-13%

Just HADH2 inhib, Hsp90 Hop PPI and HBB splice mod (five entries from above):
SMILES	HADH2 inhib	Hsp90 Hop PPI	HBB splice mod
CC(C)C(OC(=O)c1ccco1)C(=O)NCc1ccco1 (stereo not given)	-23%	-2%	x
CCOc1ccc(S(=O)(=O)Nc2ccc(Cl)cn2)c(C)c1C	-4%	0%	-1.3%
Cc1[nH]c2ccccc2c1C(O)CN1CCN(c2cccc(C(F)(F)F)c2)CC1 (stereo not given)	-1%	-14%	0.0%[1.84 µM]
CCn1nnc(-c2ccccc2NC(=O)c2cc(OC)cc(OC)c2)n1	0%	4%	-3.2%
Cc1onc(-c2ccccc2)c1C(=O)NCc1ccccn1	-4%	-12%	0.1%

Some of the compounds tested. The share of hits here may be higher or lower than overall.
